MgcRacGAP inhibition = MgcRacGAP GTPase-activating activity inhibitors, confirmation, biochemical, ADP Hunter fluorescence | MgcRacGAP-stimulated Rac1 GTP hydrolysis, ADP Hunter fluorescence; higher % means a stronger effect; GST-tagged Rac1 F28L mutant substrate | one-dose inhibition, % at 30 µM; IC50 in µM for titrated hits | 0.6% of 340,000 active;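 active means first-screen hits whose inhibition reached a set limit at any dose in the follow-up dose series; inconclusive means inhibition above the set first-screen limit but never retested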;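 further: fluorescence reports GDP produced by GAP-driven GTP hydrolysis; strong numbers were not always called active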
Myeloid diff 2 = compounds promoting myeloid differentiation. 1% of 360,000 active. AID 624256. calls only at 10 µM. ER-HoxA9 myeloid progenitors, lysozyme-GFP differentiation, flow cytometry;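 active means normalized GFP-positive differentiation at or above the plate's own cutoff, the solvent-only control mean plus 3 SD; inconclusive means no clear call, values can overlap the other calls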;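 further: cells exposed to compound for four days before flow analysis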
NTR1 ag = agonists of NTR1, primary screen, imaging, U2OS cells, beta-arrestin-GFP, high content (AID 493036) | P30989 | NTR1-U2OS beta-arrestin-GFP spot imaging, agonist mode | activation, % at 20 µM | 0.17% of 330,000 active;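 active means activation at or above 40% of the spot to cytoplasm intensity ratio, with at least 20 cells analyzed; inconclusive means wells under 20 cells, flagged as cytotoxic or low count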;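 further: 0% = DMSO without peptide and 100% = 100 nM NTR1 peptide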
Target sequence (P30989 whole entry, looked up): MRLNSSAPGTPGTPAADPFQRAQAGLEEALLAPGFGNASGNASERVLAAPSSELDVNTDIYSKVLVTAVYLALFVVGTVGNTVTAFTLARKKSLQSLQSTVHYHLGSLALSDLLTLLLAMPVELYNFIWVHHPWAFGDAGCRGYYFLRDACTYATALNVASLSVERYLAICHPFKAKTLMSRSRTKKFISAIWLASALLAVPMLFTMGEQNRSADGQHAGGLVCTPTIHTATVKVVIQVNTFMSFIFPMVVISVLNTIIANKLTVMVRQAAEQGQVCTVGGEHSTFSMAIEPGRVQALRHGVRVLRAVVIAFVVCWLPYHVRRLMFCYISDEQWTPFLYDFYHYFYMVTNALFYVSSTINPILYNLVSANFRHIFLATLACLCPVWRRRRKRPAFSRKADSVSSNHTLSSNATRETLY
T cell HTS = modulates CD8 T cell binding to vesicles; calls only at 7 µM; 0.068% of 330,000 active; 2C CD8+ T cell-vesicle binding, flow cytometry; stronger effect = lower value; AID 2052;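 active means response, share of CD8 T cells binding vesicles, and their 90th percentile fluorescence all below set limits, cut at about 80% in these data, passing the limit was not always enough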
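Benchmarks: naked versus QL9-loaded vesicles / Assay system: purified 2C TCR transgenic mouse naive CD8+ T cells / Technique: high-throughput flow cytometry with anti-B7-1 and anti-CD8 staining / Timing: Cell–vesicle co-incubation 1.5 h at 37 °C, staining 20 min on ice / Read-out: percent CD8+ FL2 mean versus row control / Probe or stimulus: QL9-loaded Drosophila micro-vesicles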
SV40 large T antigen = SV40 large T antigen inhibitors, biochemical (AID 1903); one-dose inhibition, % at 20 µM; IC50 in µM for titrated hits; SV40 large T antigen ATPase/helicase inhibition assay; higher % means a stronger effect; 0.39% of 310,000 active; in the data active means a potency from the dose series; inconclusive means inhibition mostly from about 32% at the one dose, without a potency; inactive means the rest, 99 in 100 with inhibition below about 32%; further: strong numbers were not always called active
TNAP activation fold = human TNAP enzyme activators, primary screen, biochemical, luminescent, no phosphate acceptor, uHTS (AID 1001); purified TNAP, luminescent activation assay, no phosphate acceptor; higher activation fold means a stronger effect; activation fold at 20 µM, or EC50 in µM where a hit was titrated; 0.03% of 200,000 active; in the data active means activation fold from about 3, or a potency from the dose series; inactive means the rest, 99 in 100 with activation fold below about 1.6; further: many of its hits are not listed in these tables
K1F lysis inhibition = protection from phage-mediated lysis, alamar blue read-out – E. coli UTI89, K1F phage, bacterial capsule biogenesis inhibitors (AID 488966); E. coli UTI89 K1F phage lysis, alamar blue, 2 h; higher % means a stronger effect; one-dose inhibition, % at 100 µM; IC50 in µM for titrated hits; 0.02% of 340,000 active;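 active means phage lysis inhibition, versus mean bacterial control, above a set limit; inconclusive means no clear call, values can overlap the other calls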;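 further: capsule biogenesis inhibitors block K1F phage lysis so surviving cells raise fluorescence; higher fluorescence means more inhibition of phage lysis; actives were called in the ten point dose series up to 300 µM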
PhoP inhibition = PhoP-dependent GFP reporter repression – Salmonella Typhimurium, primary screen (AID 1863) | S. Typhimurium PhoP-regulated promoter GFP reporter, 4 h; higher % means a stronger effect | one-dose inhibition, % at 50 µM; IC50 in µM for titrated hits | 0.16% of 300,000 active;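 active means inhibition over 29.93%, a cutoff 3 SD above the screen mean, later confirmed by dose response; inconclusive means inhibition over 29.93% but no dose response follow-up; inactive means inhibition at most 29.93% or unconfirmed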;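 further: 0% = low Mg2+ inducing control and 100% = high Mg2+ repressing control; strong numbers were not always called active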
RSV CPE inhibition = RSV antiviral activity via CPE protection, HEp-2 cells, primary 10 µM value included (AID 2391) | CPE inhibition, % at 10 µM, or IC50 in µM where a hit was titrated | HEp-2 cells, RSV-induced CPE inhibition; higher % means a stronger effect | 0.13% of 310,000 active; in the data active means a potency from the dose series; inconclusive means CPE inhibition mostly from about 23% at the one dose, without a potency; inactive means the rest, 99 in 100 with CPE inhibition below about 21%; further: strong numbers were not always called active
T cell HTS vesicle-bound % = recorded beside T cell HTS, whose call it bears; double positive events, %; measured here: CD8+ vesicle-bound cell fraction;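 binding gate set so that unloaded-vesicle control wells show 10% double positive cells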
NTR1 ag cell count 20 µM = second read-out of NTR1 ag, no call of its own (marks repeat the call); cell count; measured here: cell count, cytotoxicity flag
Myeloid diff 2 GFP+ MAC1+ % = second read-out of Myeloid diff 2, no call of its own (marks repeat the call); GFP+ MAC1+ double positive, %; measured here: differentiation confirmed by MAC1 staining
Starred values were filed as active, the others as inactive; i = inactive; ? = inconclusive; · = not tested or not shown; [ ] = remark or other dose.

SMILES | MgcRacGAP inhibition | Myeloid diff 2 | Myeloid diff 2 GFP+ MAC1+ % | NTR1 ag | NTR1 ag cell count 20 µM | T cell HTS | T cell HTS vesicle-bound % | SV40 large T antigen | TNAP activation fold | K1F lysis inhibition | PhoP inhibition | RSV CPE inhibition
CC(=O)c1ccc(NC(=O)C(Cc2ccccc2)n2cccc2)cc1 (centres undefined) | 4% | i | 0.1 | 0.4 | 57 | i | 57 | 14% | · | 1.2%[50 µM] | -5% | 1.8%
CCC(C)[C@H](NC(=O)[C@H](Cc1ccccc1)n1c(=O)[nH]c2ccccc2c1=O)C(=O)NCC1CCC(C(=O)O)CC1 (some centres undefined) | -3% | i | 3.0 | -1.8 | 83 | i | 10 | 22% | · | 7.1% | 7% | ·
CSc1cccc(NC(=O)c2ccc(Cl)nc2)c1 | 1% | i | 4.2 | 0.7 | 43 | i | 58 | -3% | 1.1 | -0.5% | 19% | 17%
COc1cc(C)c(S(=O)(=O)NC2CC(C)(C)NC(C)(C)C2)cc1C | -2% | i | 0.7 | 0.4 | 47 | i | 17 | -2% | 1.1 | 3.2% | 7% | 0.9%
COc1cc(NC(=O)CCN2CCN(CCO)CC2)cc(OC)c1 | 4% | i | 0.9 | -0.9 | 56 | i | 59 | 11% | · | -0.3% | -1% | 0.6%
CCCCC(=O)Nc1ccc(C(=O)NNC(=O)c2ccco2)cc1 | 2% | i | 0.7 | 1.0 | 48 | i | 11 | 1% | 1.1 | 1.5% | 3% | -1.5%
CCOC(=O)c1sc(NC(=O)CSc2nccc(C)n2)c(C#N)c1C | 8% | i | 1.3 | 1.9 | 56 | i | 36 | 9% | 1.1 | 2.4% | 2% | -1.6%
COCCN1C(=O)c2ccccc2C(C(=O)N2CCN(c3ccccn3)CC2)C1c1ccc(F)cc1 (centres undefined) | 8% | i | 1.5 | · | · | · | · | 1% | 1.1 | 1.2% | -7% | ·
Cc1ccc(NC(=O)CSCC(=O)O)c(C)c1 | -1% | i | 0.4 | -0.9 | 86 | i | 60 | -1% | 1.1 | 0.1% | -10% | 2.7%
CN(Cc1ccccc1)C(=O)CCn1c(=O)c2cccn2c2cccnc21 | 12% | i | 4.2 | 2.1 | 62 | i | 8 | 13% | · | 1.2% | -11% | 16%
Cc1nc2ccccn2c1C(=O)N/N=C/c1cc(C)n(-c2ccc(Cl)cc2)c1C | 0% | i | 0.6 | 0.3 | 78 | i | 54 | 0% | 1.1 | 1.1% | 9% | 15%
O=C(NN=C1CCCCCCC1)C(=O)NC1CCCCC1 | 1% | i | 0.8 | -0.6 | 68 | i | 41 | 4% | 1 | 0.1% | -1% | 1.1%
Cc1nn(C)cc1/C=N\NC(=O)c1ccc2c(c1)c(C)c(C)n2Cc1ccccc1 | 5% | i | 0.5 | 0.3 | 63 | i | 51 | 24% | 2.3 | 1.3% | -15% | 8.9%
O=C(NCC(c1ccco1)N1CCCC1)c1ccc(S(=O)(=O)Nc2ccccc2F)cc1 (centres undefined) | 6% | i | 0.4 | -2.2 | 65 | i | 30 | 21% | · | 1.3%[50 µM] | -6% | 1.9%
CCOC(=O)c1c(NC(=S)NC(=O)/C=C/c2cccs2)sc(C)c1C | 4% | i | 0.7 | -3.1 | 64 | i | 23 | -4% | 0.9 | 0.8% | -5% | 3.0%
c1ccc(-c2cc3nccc(-c4ccccn4)n3n2)cc1 | 9% | i | 0.9 | 3.0 | 80 | i | 56 | -2% | 1.1 | -0.4% | -2% | 3.4%
CCc1nnc(NC(=O)CSc2nnc3nc(C)cc(C)n23)s1 | 4% | i | 0.6 | 0.0 | 38 | i | 20 | 6% | · | -0.1% | -2% | 0.3%
CCOc1ccccc1N1CCN(C/C=C/c2ccc(N(C)C)cc2)CC1 | 76µM* | i | 0.6 | 1.7 | 40 | i | 18 | 18% | 1.1 | 0.3% | -10% | -3.0%
COCCCNc1nc(SCc2ccccc2)nc2sc3c(c12)CCC3 | 6% | i | 1.6 | 5.3 | 62 | i | 30 | 7% | 1.1 | -0.1% | 1% | 11%
N#CCO/N=C(\c1ccccc1)c1ccncc1 | 4% | i | 1.0 | -0.5 | 54 | i | 47 | 3% | 1.1 | 12% | 1% | -0.1%
COc1cccc(OCCSc2nnc3sc4ccccc4n23)c1 | 7% | i | 1.1 | 0.6 | 35 | i | 39 | -1% | 1 | -0.2% | 10% | 5.6%
O=C(CSc1nc(-c2ccc(F)cc2)cc(C(F)(F)F)n1)Nc1ccc2c(c1)OCO2 | 11% | i | 0.5 | 2.6 | 45 | i | 14 | 11% | 1 | 4.8% | 4% | 2.3%
COc1cc(NC(=O)COC(=O)CC2CC3CCC2C3)cc(OC)c1 (centres undefined) | 1% | i | 0.8 | 1.4 | 70 | i | 35 | · | · | -0.6% | · | ·
CC1CCCC(C)N1CCCNC(=O)c1cc2c(=O)n(C)c3ccccc3c2n1C (centres undefined) | 10% | i | 1.1 | 1.4 | 40 | · | · | 3% | 1.2 | -3.6% | 3% | -1.9%
CC(=O)NCC1(O)CCCC(C)C1 (centres undefined) | -1% | i | 0.3 | 0.0 | 59 | i | 26 | 11% | · | 0.2% | -7% | -0.5%
Cc1ccc(C)c(C(=O)CN2C(=O)c3ccccc3C2=O)c1 | 2% | i | 5.2 | -0.8 | 42 | i | 24 | 11% | · | 0.5% | -5% | 1.7%
CCC(C)[C@H](NC(=O)OC(C)(C)C)C(=O)N/N=C/c1ccc2cc(OC)ccc2n1 (some centres undefined) | 7% | i | 0.8 | 0.1 | 57 | i | 20 | -1% | 0.9 | 2.3% | -5% | 39µM*
Cc1ccc2nc(C)cc(N/N=C/c3cccc(O)c3)c2c1 | 14% | i | 0.1 | 2.4 | 61 | i | 44 | 3% | · | -1.7% | 4% | 0.3%
CCNC(=O)O/N=C(\C)c1sc(-c2ccc(Cl)cc2)nc1C | 10% | i | 0.3 | 3.6 | 51 | i | 33 | 1% | 1 | 0.4% | -2% | ?
O=C(Cn1cnc2c(NCc3ccccc3)ncnc21)NCCCc1ccccc1 | 10% | i | 0.1 | 0.7 | 57 | · | · | · | · | 0.1% | · | ·
COc1ccccc1CN1CC(C(=O)N2CCC(OC)CC2)CCC1=O (centres undefined) | -1% | i | 0.3 | -0.5 | 62 | i | 6 | 19% | · | -0.1% | 5% | -0.1%
O=C(NCCO)C(c1ccccc1)c1ccccc1 | 5% | i | 7.1 | -1.0 | 80 | i | 60 | -3% | 1.1 | 0.7% | -5% | 1.0%
Cn1cccc1C(=O)OCC(=O)NCCc1ccc(S(N)(=O)=O)cc1 | 2% | i | 1.1 | -1.8 | 65 | i | 44 | · | · | -2.7% | · | ·
O=C(Nc1nnc(COc2ccccc2)s1)C1CCN(S(=O)(=O)c2ccc(Cl)cc2)CC1 | 5% | i | 0.5 | 13 | 77 | i | 51 | 49% | 1.1 | 4.4% | -13% | 2.4%
COc1ccc(N(C)C2=NS(=O)(=O)c3ccccc32)cc1 | -1% | ? | · | 1.4 | 88 | i | 15 | · | 1 | 2.1% | 3% | -0.7%
CCOC(=O)C1CCN(c2cc3c(cc2NC(=O)c2ccccc2)n(C)c(=O)n3C)CC1 | 9% | i | 0.0 | 6.6 | 46 | i | 13 | · | · | -0.2% | 5% | -1.4%
Cc1cc(NC(=O)CCCC(=O)NCc2cccs2)no1 | 3% | i | 0.7 | 1.1 | 77 | i | 12 | 1% | 1.1 | 0.0% | 8% | 2.3%
CC(C)CN(C(=O)COC(=O)C12CC3CC(CC(O)(C3)C1)C2)C1CCS(=O)(=O)C1 (centres undefined) | 7% | i | 1.7 | 3.2 | 90 | i | 22 | 6% | 1.1 | 0.0% | 6% | 1.3%
CC1C(=O)N2CCCc3cc(S(=O)(=O)NCCc4ccccc4)cc1c32 (centres undefined) | 12% | i | 1.2 | -0.2 | 55 | i | 22 | 6% | · | 0.3% | -1% | 6.5%
CCOC(=O)CNC(=O)c1ccc(C#CC2(O)CCCCC2)cc1 | 17% | i | 0.2 | -0.4 | 96 | i | 38 | 11% | 1.2 | 0.2% | -4% | 1.7%
CCOC(=O)c1c(NC(=S)N2CCOCC2)sc2c1CCN(C(=O)OCC)C2 | · | i | 0.5 | 38 | 58 | i | 54 | 14% | · | · | 5% | ·
COC(=O)C1CCN(C(=O)CSc2nc3nc(C)cc(C)n3n2)CC1 | 2% | i | 1.5 | 0.9 | 62 | · | · | · | · | 0.9%[50 µM] | · | ·
Oc1ccccc1/C=N/n1c2ccccc2c2ccccc21 | 8% | i | 1.7 | 1.6 | 43 | i | 23 | 27% | 1.1 | -0.8% | 20% | 2.2%
CCNc1nc(OCC)nc(N2CCC(Cc3ccccc3)CC2)n1 | 7% | i | 0.3 | 14 | 42 | i | 24 | 15% | 1 | -0.4%[50 µM] | 0% | 3.4%
CN(c1ccccc1)S(=O)(=O)c1ccc(C(=O)Nc2nnc(C3=COCCO3)o2)cc1 | 0% | i | 0.2 | 0.1 | 98 | i | 23 | 6% | 1.2 | 0.0% | 6% | -1.5%
CN(C)c1ccc(C(CNC(=O)Cc2cccc3ccccc23)N(C)C)cc1 (centres undefined) | 3% | i | 0.7 | 1.2 | 75 | i | 47 | 13% | · | -0.1% | -6% | -1.2%
CN(C(=O)CSc1nnc(N)s1)C1CCCCC1 | 1% | i | 0.8 | 0.2 | 66 | i | 62 | 2% | · | -0.1% | 6% | 1.5%
CSc1ccc(/C=N/NC(=O)CN2CCN(Cc3ccc(C)cc3)CC2)cc1 | 14% | i | 0.7 | 0.2 | 66 | i | 35 | 3% | 1.2 | 1.5% | 4% | 0.5%
O=C(CSc1ncnc2nc[nH]c12)c1ccc([N+](=O)[O-])cc1 | 3% | ? | · | 1.4 | 56 | i | 24 | 7% | · | 0.8% | -5% | 1.2%

Compound activity as filed in PubChem BioAssay.
